# Source: PubChem BioAssay
# RGS4 inh: inhibitors of human regulator of G protein signaling 4; P49798; actives 0.039% (n = 390,000); Potency, µM (top dose mostly 114 µM), inactives show at the highest dose activity change, negative = inhibition, usual class: inhibitors; Transcreener GDP fluorescence polarization, RGS4-accelerated GTP hydrolysis; AID 504845; note: potency is the fitted concentration of half-maximal effect; % is set by controls: 0 for no effect and ±100 for the full control effect; nearly all actives have a fitted effect of over 75% in size; some results filed as inactive show a strong effect at the top dose
#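 MLSMR compounds (23 nl, pin-transferred) preincubated 10 min at room temperature with a 500nM (2x) first reagent, then RGS4 at 900nM (2x) plus Transcreener GDP mix added; fluorescence polarization (620/688 nm) read before and after 90 min at 30 °C.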
# GLS inh: blocks human kidney-isoform glutaminase activity. O94925. GLS enzymatic activity, qHTS titration. Potency, µM (titrated, usually from 45.5 µM), inactives show at the highest dose activity change, negative = inhibition, actives largely listed as inhibitors. actives 0.21% (n = 410,000). AID 624170; note: potency is the fitted concentration of half-maximal effect; % is set by controls: 0 for no effect and ±100 for the full control effect
#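 Assay buffer: 45 mM KH2PO4 pH 8.2, 0.02% Tween-20. hKGA acts on L-glutamine (1 mM solution added); product glutamate is reported by an oxidase/peroxidase Amplex Red coupling, with fluorescence taken at baseline and 30 min.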
# JMJD2A Tudor: blocks the human JMJD2A Tudor domain. O75164. AlphaScreen JMJD2A-Tudor / H3K4me3 peptide binding. Potency, µM (series often up to 114 µM), inactives show top-dose activity change, negative = inhibition, actives largely listed as inhibitors. actives 4.4% (n = 390,000). AID 504339; note: potency is the fitted concentration of half-maximal effect; % is set by controls: 0 for no effect and ±100 for the full control effect; nearly all actives have a fitted effect of over 50% in size
# BAZ2B block: BAZ2B (human) inhibition | Q9UIF8 | AlphaScreen BAZ2B-H3K14Ac peptide displacement | Potency, µM (top dose mostly 114 µM), inactives show top-dose activity change, negative = inhibition, most hits filed as inhibitors | actives 4.4% (n = 360,000) | AID 504333; note: potency is the fitted concentration of half-maximal effect; % is set by controls: 0 for no effect and ±100 for the full control effect; nearly all actives have a fitted effect of over 60% in size
#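 AlphaScreen displacement: compounds (up to 110uM) incubated 30 min at room temperature with a preformed 50 nM BAZ2B/50 nM biotinylated H3K14Ac peptide complex in PBS pH 7.4 with Tween-20. Donor and acceptor beads at 10 ug/mL final added, 20 min light-protected before reading.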
# HP1b chromo inh: HP1-beta chromodomain-methylated histone interaction inhibition. Potency, µM (doses to about 114 µM), for the others: top-dose activity change, negative = inhibition, actives largely listed as inhibitors. P83916. actives 0.56% (n = 390,000). AlphaScreen HP1-beta / biotin-H3K9me3 peptide binding; note: potency is the fitted concentration of half-maximal effect; nearly all actives have a fitted effect of over 70% in size; inactives centre near 23
# Target sequence (P83916 whole entry, looked up): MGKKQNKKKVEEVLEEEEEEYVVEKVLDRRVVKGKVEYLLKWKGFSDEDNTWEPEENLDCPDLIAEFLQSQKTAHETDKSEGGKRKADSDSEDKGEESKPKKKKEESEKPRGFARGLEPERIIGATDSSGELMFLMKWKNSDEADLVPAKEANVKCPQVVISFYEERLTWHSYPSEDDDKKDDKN
#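 Compound inhibition of the preformed complex between 50 nM HP1-beta and 50 nM biotinylated H3K9me3 peptide was read by AlphaScreen. Buffer was PBS pH 7.4 with 0.01% Tween-20. Incubations ran 30 min at room temperature, with 10 ug/mL donor/acceptor beads.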
# 12-LOX inh: blocks human arachidonate 12S-lipoxygenase; P18054; purified 12hLO, xylenol orange hydroperoxide absorbance; actives 1.1% (n = 580,000); Potency, µM (titrated, usually from 108 µM), without a hit: at the top dose activity change, negative = inhibition, usual class: inhibitors; note: potency is the fitted concentration of half-maximal effect; % is set by controls: 0 for no effect and ±100 for the full control effect
#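 Purified human 12hLO at 150 nM in 25 mM Hepes, 0.01% Triton X-100, pH 7.0, preincubated 15 min at room temperature with compound. Reaction started with 40 uM arachidonic acid, 30 min at room temperature. Hydroperoxide measured by Fe-xylenol orange, 573/405 nm absorbance ratio.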
# ERG Ets-DNA blk: blocks human ERG Ets domain binding to DNA; P11308; fluorescence polarization, His-ERG Ets domain / labelled DNA; Potency, µM (titrated, usually from 76.9 µM), for the others: at the highest dose FP activity, negative = inhibition, most hits filed as inhibitors; actives 0.028% (n = 370,000); AID 624246; active = well fitted inhibition curve with a large enough effect in the polarisation, with a control signal flat; inconclusive = small, poorly fitted or top-dose-only effect, or effect the other way, or a change in a side signal; inactive = no such curve, though single readings can be large or run the other way; the % refers to the polarisation;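 note: polarization taken with two DNA probes labelled with fluorescein and Texas red; potency is the fitted concentration of half-maximal effect; % of control where 0% means no effect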
#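 His-tagged ERG Ets domain (1 uM in the protein solution; 300mM KCl, 50mM Tris-HCl, 1mM EDTA, 1mM DTT, pH 7.5) received compound, then a probe mix of 5 nM fluorescein-DNA and 100nM Texas-615-DNA. Fluorescence polarization was read for both dyes.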
# PI4K2A block: blocks human PI4K2A kinase activity. activity change, negative = inhibition, % at 76.9 µM. actives 0.13% (n = 420,000). Q9BTU6. AID 1346378. purified PI4K2A, ADP-Glo luminescence, 1 h; active compounds read low; in the data active = activity change below about -50%; inconclusive = mostly about -30% to -49%;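 note: -100% = wells without enzyme as full effect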
# Target sequence (Q9BTU6 whole entry, looked up): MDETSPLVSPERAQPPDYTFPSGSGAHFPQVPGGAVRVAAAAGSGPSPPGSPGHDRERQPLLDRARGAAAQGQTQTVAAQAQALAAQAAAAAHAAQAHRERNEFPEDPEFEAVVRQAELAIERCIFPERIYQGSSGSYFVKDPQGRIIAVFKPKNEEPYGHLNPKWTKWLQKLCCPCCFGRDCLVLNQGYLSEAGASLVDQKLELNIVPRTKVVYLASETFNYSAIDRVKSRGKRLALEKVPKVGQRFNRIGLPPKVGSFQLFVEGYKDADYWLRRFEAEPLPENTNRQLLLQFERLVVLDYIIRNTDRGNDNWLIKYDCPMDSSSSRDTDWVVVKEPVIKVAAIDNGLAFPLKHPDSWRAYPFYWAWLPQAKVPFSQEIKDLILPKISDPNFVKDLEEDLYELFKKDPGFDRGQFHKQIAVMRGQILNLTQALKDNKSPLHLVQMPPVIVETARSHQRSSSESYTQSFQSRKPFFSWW
#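 PI4K2A activity was measured by ADP-Glo luminescence: enzyme (4 ug/mL stock) and phosphatidylinositol (1.2 mM stock) in Tris pH 7.5/MgCl2/EGTA/Triton X-100 buffer were reacted with ATP (300 microM stock) for one hour at ambient temperature.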
# G9a block: G9a (human) methyltransferase inhibition; Q96KQ7; Potency, µM (titrated, usually from 102 µM), for the others: at the highest dose activity, negative = inhibition, actives largely listed as inhibitors; G9a H3K9 monomethylation, AlphaScreen, 2 h; actives 8.8% (n = 350,000); note: potency is the fitted concentration of half-maximal effect; % is set by controls: 0 for no effect and ±100 for the full control effect; nearly all actives have a fitted effect of over 75% in size
# Target sequence (Q96KQ7 913-1193 limits assumed): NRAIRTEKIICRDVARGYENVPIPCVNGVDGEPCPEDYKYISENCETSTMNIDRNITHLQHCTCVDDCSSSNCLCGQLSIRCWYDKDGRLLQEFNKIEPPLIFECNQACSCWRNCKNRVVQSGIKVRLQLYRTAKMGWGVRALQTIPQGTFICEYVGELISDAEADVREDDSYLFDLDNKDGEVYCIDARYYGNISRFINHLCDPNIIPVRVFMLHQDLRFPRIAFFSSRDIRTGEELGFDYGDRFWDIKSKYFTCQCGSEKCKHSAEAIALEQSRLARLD
#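 Quantitative HTS format: methyltransferase activity on a biotin-tagged H3K9 peptide is measured by AlphaScreen, using a rabbit anti-monomethyl-H3K9 antibody with streptavidin donor and anti-IgG acceptor beads. Final levels are 20 nM enzyme, 500 nM peptide, 20 uM SAM; 2 h RT.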
# * marks the source's active call; other numbers are inactive results; ? = inconclusive; · = not tested or not shown; & = joins results of further samples; [ ] = dose if it differs, or a comment. Unless noted, calls come from the whole dose curve; as a rule, active = well fitted curve in the direction sought with a large enough effect; inconclusive = small, poorly fitted or top-dose-only effect, or another doubt; inactive = no such curve, though single readings can be large; an effect the other way counts as inactive or inconclusive.
# Keys: A = RGS4 inh; B = GLS inh; C = JMJD2A Tudor; D = BAZ2B block; E = HP1b chromo inh; F = 12-LOX inh; G = ERG Ets-DNA blk; H = PI4K2A block; I = G9a block
canonical_smiles: Cc1ccc(NC(=O)/C(C#N)=C/c2ccsc2)c(C)c1
  A = -26.2%	B = 0.3%	C = 0.7%	D = 8.8%	E = 19.4%	F = 13.4%	G = -1.0%	H = 9.3	I = -10.7%[59 µM]
canonical_smiles: CCCC(=O)NC1CCc2cc(OC)c(OC)c(OC)c2-c2ccc(OC)c(=O)cc21 (stereo not drawn)
  A = -6.7%	B = 0.2%	C = 0.7%	D = ·	E = 24.1%	F = ?	G = -10.1%	H = 1.3	I = ·
canonical_smiles: CCCCC12CN3CC(C)(CN(C1)C3c1ccc(O)c(OC)c1)C2=O (stereo not drawn)
  A = 10.6%	B = 25.8%	C = -22.3%	D = -7.2%	E = 26.9%	F = 4.1%	G = 0.5%	H = 0.5	I = -6.5%[59 µM]
canonical_smiles: CN(CCOc1ccc(Cl)cc1)C(=O)C1=CC=CN2CCS(=O)(=O)N=C12
  A = 1.2%	B = -1.1%	C = 9.8%	D = ·	E = 34.8%	F = 1.7%	G = 7.1%	H = 0.4	I = ·
canonical_smiles: Cc1cccc(NC(=O)CN2CCN(C(=O)c3c(C)nn(Cc4ccccc4)c3C)CC2)c1C
  A = -5.1%	B = 9.6%	C = -17.0%	D = 9.0%	E = 14.1%	F = -2.5%	G = 15.1%	H = 3.9	I = -7.0%[12.7 µM]
canonical_smiles: C=CCn1c(C(C)NC(=O)c2ccccc2)n[nH]c1=S (stereo not drawn)
  A = 6.4%	B = -1.0%	C = 10µM*	D = -1.6%	E = 17.9%	F = -23.8%	G = ·	H = -2.1	I = ·
canonical_smiles: C=CCOc1c(CNc2ccc(S(N)(=O)=O)cc2)cccc1OC
  A = -3.4%[11.4 µM]	B = -4.1%	C = -2.3%[11.4 µM]	D = 2.0%	E = -24.2%	F = ?	G = -2.8%	H = -11.5	I = 6.3%[59 µM]
canonical_smiles: COc1ccc(-n2cnnc2SCC(=O)Nc2cccc(S(N)(=O)=O)c2)cc1
  A = 5.7%	B = 8.0%	C = -12.1%	D = 2.2%	E = 8.5%	F = -9.2%	G = -0.4%	H = -2.8	I = 1.7%
canonical_smiles: Cc1cc(OCC(=O)N(Cc2ccco2)c2c(N)n(Cc3ccccc3)c(=O)[nH]c2=O)ccc1Cl
  A = -0.5%	B = -0.1%	C = -24.8%	D = 8.9%	E = -1.6%	F = -12.6%	G = 3.7%	H = -2.5	I = -21.6%[59 µM]
canonical_smiles: C#CCOCCOCCOCCNc1nc(N2CCOCC2)nc(N2CCN(C(=O)[C@H](Cc3ccc(O)cc3)n3cc([C@@H](N)CC(C)C)nn3)CC2)n1
  A = 7.9%	B = 16.5%	C = -15.1%	D = -23.9%	E = 22.4%	F = ?	G = -5.1%	H = 3.4	I = ?
canonical_smiles: COC1=CC(=O)C[C@@H](C)[C@]12Oc1c(Cl)c(OC)cc(OC)c1C2=O
  A = 14.3%	B = 2.2%&-4.4%	C = -18.0%	D = -7.5%	E = 14.2%	F = 32.7%[activator]	G = -7.4%	H = 3.1&1.9	I = 18.8%[12.7 µM]
canonical_smiles: Cc1cc2c(C)cc(=O)oc2c2c1NCCC2
  A = 1.0%	B = -0.4%	C = 2.2%	D = 7.9%	E = 47.3%[activator]	F = -0.2%	G = -5.7%	H = 2.6	I = 17.3%[59 µM]
canonical_smiles: CC(C)(C)OC(=O)N1CCC(c2c(C(=O)NC3CCN(Cc4ccccc4)CC3)cnn2-c2ccc(F)cc2F)CC1
  A = -5.2%	B = 4.1%	C = -8.7%	D = -1.0%[57.1 µM]	E = 27.8%	F = ?	G = -3.4%	H = 2.6	I = -5.7%[59 µM]
canonical_smiles: CC1(c2ccc([N+](=O)[O-])cc2)NC(=O)N(CC(=O)Nc2cccnc2Cl)C1=O (stereo not drawn)
  A = 4.5%	B = 9.4%	C = -7.6%	D = 8.8%	E = 5.7%	F = -0.6%	G = -5.2%	H = 0.8	I = 17.5%[2.33 µM]
canonical_smiles: CC(=O)NS(=O)(=O)c1ccc(NC(=O)c2cccc(S(=O)(=O)N3CCc4ccccc43)c2)cc1
  A = -30.9%	B = 5.9%	C = -6.8%	D = -17.4%	E = 36.8%	F = -5.2%	G = -0.4%	H = -2.0	I = ?

# Keys: A = RGS4 inh; B = GLS inh; C = JMJD2A Tudor; D = BAZ2B block; E = HP1b chromo inh; F = 12-LOX inh; G = ERG Ets-DNA blk; H = PI4K2A block; I = G9a block
canonical_smiles: CCOC(=O)CCN1C(=O)c2ccccc2Sc2ncccc21
  A = 2.1%	B = 0.6%	C = -8.1%	D = 4.8%	E = 14.1%	F = 29.5%	G = 10.6%	H = -5.2	I = 19.0%
canonical_smiles: CNCCC(Oc1ccccc1OC)c1ccccc1 (stereo not drawn)
  A = 17.4%[56.9 µM]	B = 2.3%&-0.9%	C = -20.1%	D = ·	E = 1.9%	F = 6.3%	G = -9.5%	H = -4.0&4.2&2.1	I = 26.3%[59 µM]
canonical_smiles: CN(C)C(=O)c1cc(C(=O)c2ccc(F)cc2F)c[nH]1
  A = 8.9%[56.9 µM]	B = 6.6%	C = -15.2%	D = 0.4%	E = 50.0%[activator]	F = -0.9%	G = 0.7%	H = 6.3	I = -6.7%[2.33 µM]
canonical_smiles: COc1ccc(CCn2c(=N)c(C(=O)NC3CCCC3)cc3c(=O)n4cccc(C)c4nc32)cc1
  A = -13.3%	B = -12.9%	C = -10.7%	D = 2.8%	E = 39.6%[activator]	F = -2.2%	G = 1.7%	H = -4.7	I = 23.8%
canonical_smiles: COc1cccc(OCC(Cn2cnc3ccccc32)OC(C)=O)c1 (stereo not drawn)
  A = -11.1%	B = -8.2%	C = -6.1%	D = -17.2%	E = 46.8%[activator]	F = -8.5%	G = 11.2%	H = -4.6	I = ·
canonical_smiles: O=C(NNS(=O)(=O)c1cc(Cl)cc(Cl)c1)c1sccc1-n1cccc1
  A = 4.1%	B = -14.4%	C = ?	D = ?	E = 6.2%	F = ?	G = -2.2%	H = 2.0	I = 4.5%
canonical_smiles: COCCCNC(=O)COc1ccc2oc3c(c2c1)CCCC3
  A = -9.7%	B = 2.1%	C = -7.2%	D = 0.9%	E = 10.9%	F = -4.5%	G = 5.0%	H = 0.6	I = 1.6%
canonical_smiles: Cc1cccc(NC(=O)C2CCC(CNC(=O)[C@@H]3Cc4ccccc4CN3)CC2)c1 (stereo partly drawn)
  A = 4.8%[11.4 µM]	B = 3.3%	C = -16.0%	D = -26.1%	E = 56.2%[activator]	F = -15.6%	G = -1.6%	H = -3.4	I = 14.5%
canonical_smiles: O=C(O)c1ccc(N=C2c3ccccc3-c3ccccc32)cc1
  A = -0.6%	B = -0.3%	C = -12.6%	D = ·	E = 18.8%	F = ?	G = 2.3%	H = 5.2	I = ·
canonical_smiles: Cc1ccc(C(=O)Oc2cc(C)[nH]c(=O)c2[N+](=O)[O-])cc1
  A = -8.8%	B = -1.8%	C = -7.0%	D = -31.0%	E = 45.0%[activator]	F = 1.6%	G = 3.9%	H = -5.5	I = -36.9%
canonical_smiles: COc1cccc(-c2cc(C(=O)N3CCCCC3C)no2)c1 (stereo not drawn)
  A = 17.2%	B = -1.1%	C = -1.4%	D = 2.2%	E = 37.5%[activator]	F = 22.3%	G = 7.1%	H = -4.7	I = 17.8%[59 µM]

# These rows are one share of the data; rates above refer to the full screens.
